Screens deposited in PubChem by National Center for Advancing Translational Sciences (NCATS).
HCMV inh: human cytomegalovirus inhibition. HFF cells, HCMV-luciferase reporter, 72 h; stronger effect = lower value. activity change, negative = inhibition, % at 57.5 µM. 410,000 tested, 4.5% active; in the data active means activity change below about -60%; inconclusive means no clear call, values can overlap the other calls; inactive means above about -39%
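Inhibition of viral replication was scored as loss of reporter luminescence in HFFs infected with HCMV-luciferase (MOI 1 PFU/cell) for 72 h; compounds tested at 2 doses, normalized to buffer and Salinomycin controls.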
HCV inh: inhibitors of hepatitis C virus infection. 340,000 tested, 3.4% active. Potency, µM (titrated, usually from 41.8 µM), without a hit: at the top dose activity change, negative = inhibition, usual class: inhibitors. Huh7.5.1 HCVcc-Cre infection, luciferase reporter, 44 h; further: potency means the concentration at half of the fitted maximal effect
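Infectious HCVcc-Cre (~0.5 moi) was added to cells just after compound, with cells seeded 4 h earlier at 1,000 per well. Luciferase activity after 44 h culture reported infection; substrate was incubated 15 min at room temperature before reading.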
Sm TGR block: blocks Schistosoma mansoni thioredoxin glutathione reductase; Q962Y6; purified TGR, DTNB reduction, TNB absorbance 405 nm; Potency, µM (series often up to 114 µM), without a hit: at the highest dose activity change, negative = inhibition, hits mostly inhibitors; 360,000 tested, 3% active; AID 485364; further: potency means the concentration at half of the fitted maximal effect; nearly all actives have a fitted effect of over 60% in size
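Kinetic colorimetric format: TGR-catalysed, NADPH-driven DTNB reduction monitored via TNB absorbance. Enzyme dispensed at 20 nM; compound exposure 15 min at room temperature before reaction start.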
Giardia FBPA inh: inhibitors of Giardia lamblia fructose-1,6-bisphosphate aldolase. Potency, µM (top dose mostly 59.6 µM), for the others: at the top dose activity, negative = inhibition, actives largely listed as inhibitors. 290,000 tested, 0.71% active. A8B2U2. purified Giardia FBPA; further: potency means the concentration at half of the fitted maximal effect; nearly all actives have a fitted effect of over 55% in size
Target sequence (A8B2U2 whole entry, looked up): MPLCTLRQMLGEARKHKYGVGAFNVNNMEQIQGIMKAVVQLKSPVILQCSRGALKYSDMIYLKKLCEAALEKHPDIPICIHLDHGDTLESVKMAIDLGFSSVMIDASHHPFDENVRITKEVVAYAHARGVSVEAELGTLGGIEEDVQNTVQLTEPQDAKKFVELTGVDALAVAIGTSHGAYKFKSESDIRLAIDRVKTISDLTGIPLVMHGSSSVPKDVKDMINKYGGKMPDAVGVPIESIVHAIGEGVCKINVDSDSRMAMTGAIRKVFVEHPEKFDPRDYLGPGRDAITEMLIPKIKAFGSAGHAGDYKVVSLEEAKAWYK
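40 nM FBPA preincubated 10 min at RT with compound (up to 57.5 uM final), then substrate plus GAPDH/TPI/NAD/arsenate coupling and diaphorase/resazurin added. Fluorescence read after 20 min at RT, 525/598 nm.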
AMA1-RON2 inh: inhibitors of Plasmodium falciparum AMA1-RON2 interaction. 360,000 tested, 0.2% active. AlphaScreen AMA1-biotinylated RON2 peptide binding. AID 720542. Potency, µM (highest dose often 58.2 µM), for the others: at the top dose activity change, negative = inhibition, most hits filed as inhibitors;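 further: potency means the concentration at half of the fitted maximal effect; 0% = vehicle wells and -100% = peptide control; nearly all actives have a fitted effect of over 45% in size; some results filed as inactive show a strong effect at the top dose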
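AMA1 (3D7) with his tag at 25 nM final met compounds first, then biotinylated RON2 peptide at 25 nM; detection used donor plus acceptor beads, 10 µg/mL apiece, read by AlphaScreen after 30 min at room temperature.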
AmpC detergent: AmpC beta-lactamase inhibition with detergent present | AID 485294 | AmpC hydrolysis of nitrocefin, absorbance 480 nm, 0.01% Triton | 370,000 tested, 0.041% active | Potency, µM (titrated, usually from 114 µM), for inactives: at the highest dose activity change, negative = inhibition, hits mostly inhibitors;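 further: potency means the concentration at half of the fitted maximal effect; 0% = no-compound wells and -100% = no-enzyme wells; nearly all actives have a fitted effect of over 25% in size; some results filed as inactive show a strong effect at the top dose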
Target sequence (P00811 whole entry, looked up): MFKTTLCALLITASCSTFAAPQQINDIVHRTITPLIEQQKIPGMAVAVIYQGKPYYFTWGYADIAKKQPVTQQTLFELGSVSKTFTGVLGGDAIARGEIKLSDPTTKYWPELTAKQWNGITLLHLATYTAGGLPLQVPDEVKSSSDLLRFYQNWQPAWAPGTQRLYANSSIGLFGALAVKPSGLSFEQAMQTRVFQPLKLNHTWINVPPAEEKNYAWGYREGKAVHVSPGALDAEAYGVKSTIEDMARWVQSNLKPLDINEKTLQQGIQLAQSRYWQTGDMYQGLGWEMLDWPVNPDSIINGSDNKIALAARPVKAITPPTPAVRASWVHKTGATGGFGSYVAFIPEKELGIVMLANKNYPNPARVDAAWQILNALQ
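AmpC (5.3 nM in the dispensed reagent) in 20 mM phosphate pH 7.0 with 0.01% (detergent screen) or 0.0001% Triton X-100 was preincubated with compounds for 15 min at room temperature. Nitrocefin was then added from an 800 uM solution, and hydrolysis was followed at 480 nm.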
Active calls of the source: *; ? = inconclusive; nt = no result given; & = joins results of further samples; [ ] = remark or other dose. Unless noted, the call rests on the fitted dose curve; in most records, active means well fitted curve in the direction sought with a large enough effect; inconclusive means small, poorly fitted or top-dose-only effect, or another doubt; inactive means no such curve, though single readings can be large; an effect the other way counts as inactive or inconclusive. Unless noted, on the % scale 0 is the no-effect control and ±100 the full control effect. This is a random part of the collection; about 9.3% have a hit in one of these screens.

Codes: A = HCMV inh; B = HCV inh; C = Sm TGR block; D = Giardia FBPA inh; E = AMA1-RON2 inh; F = AmpC detergent
COc1ccc(CCNC(=O)C(=O)NCC(c2cccs2)S(=O)(=O)c2ccc(C)cc2)cc1 (stereo unspecified)
  A = -16 | B = nt | C = -20% | D = nt | E = nt | F = -1%
Cc1cc(Nc2ccccc2)nn1C(=O)c1ccc([N+](=O)[O-])cc1
  A = -20 | B = ? | C = 5% | D = -6% | E = -23% | F = ?
CN(C)S(=O)(=O)c1cc(NC(=O)CN2CCN(c3ccccc3)CC2)ccc1Cl
  A = -24 | B = 3% | C = 3% | D = 2% | E = 4%[2.32 µM] | F = -14%
CCOc1ccccc1NC(=S)N1CCC(NC(=O)c2ccco2)CC1
  A = -33 | B = 23% | C = 0% | D = 1% | E = 9% | F = 6%
Cc1ccccc1OCC(=O)NNC(=O)C1CC(=O)N(c2ccc3c(c2)OCCO3)C1 (stereo unspecified)
  A = -2 | B = 1% | C = -6% | D = nt | E = 120%[activator] | F = -13%
O=C(Nc1cccc(-c2nnc(-c3ccccc3)o2)c1)C1CCCCC1
  A = 18 | B = 20% | C = -2% | D = 2% | E = -4% | F = 4%
C#CCNC(=O)C1=C[C@@H](C(C)(C)C)C[C@@H](OCc2ccc(CO)cc2)O1
  A = -12 | B = -4% | C = 35µM* | D = -9% | E = -1% | F = 6%
O=C(NCCNCc1cccs1)c1ccccc1F
  A = ? | B = 16% | C = -14% | D = -27% | E = 11% | F = ?
Cc1ccc(C(=O)O)cc1Nc1nc2ccccc2n2nnnc12
  A = 102 | B = nt | C = -14% | D = nt | E = nt | F = -1%
Cc1ccc(N=C2NC(=O)CS2)cc1
  A = 1 | B = -2% | C = 0% | D = 0% | E = -16% | F = ?
COc1ccc(C(=O)NOCc2ccccc2)cc1
  A = -6 | B = -5% | C = 5% | D = nt | E = 26% | F = ?
CCOC(=O)c1ccccc1NS(=O)(=O)c1ccc(S(=O)(=O)N2CCCC2)cc1
  A = -7 | B = ? | C = 32% | D = 8% | E = 4% | F = -8%
COC(=O)c1c(NC(=O)C(=O)N2CCCC2)sc2c1CC(C)(C)OC2
  A = ? | B = -16% | C = 4% | D = nt | E = 34%[activator] | F = 3%
Cc1nc(CNC(=O)CC2C(=O)NCCN2Cc2cccc(Oc3ccccc3)c2)cs1 (stereo unspecified)
  A = ? | B = 1% | C = ? | D = -18% | E = 17% | F = 4%
CCn1cc(C(=O)N[C@@H](C)C(=O)NCCCO)c(=O)c2cc3c(cc21)OCO3
  A = -29 | B = 4% | C = -1% | D = -4% | E = -2% | F = -1%
Cc1cccc(N2CCN(c3nc(C)cc(C)c3C#N)CC2C)c1 (stereo unspecified)
  A = -30 | B = ? | C = 0% | D = ? | E = -7% | F = 3%
C/C(=N\NC(=O)CNC(=O)c1ccc(Br)cc1)c1ccco1
  A = -20 | B = -18% | C = 5% | D = 1% | E = 13% | F = -6%
c1ccc(CC2CCN(Cc3ccccn3)CC2)cc1
  A = 4 | B = 2% | C = nt | D = ? | E = -18% | F = -5%
O=C(CNC(=O)c1cccc(OC(F)F)c1)OCc1cc(=O)n2cc(Br)ccc2n1
  A = 39 | B = 32%[activator] | C = -4% | D = 1% | E = -6% | F = 1%
CN1CCN(c2ccc(S(=O)(=O)N3CCOCC3)cc2NC(=O)CSCc2ccccc2)CC1
  A = -5 | B = ? | C = nt | D = nt | E = -24% | F = nt
O=C(Nc1ccc(Br)cc1F)C1CCCO1 (stereo unspecified)
  A = 13 | B = 0% | C = 0% | D = 1% | E = -15% | F = -6%
CC(=O)Nc1ccc(NS(=O)(=O)c2c(C)nc3sccn3c2=O)cc1
  A = 17 | B = nt | C = -2% | D = nt | E = nt | F = 4%
Cc1ccc(OCCCN2CCOCC2)cc1
  A = 6 | B = 22% | C = -7% | D = 20µM* | E = ? | F = ?
Cc1ccc(NC(=O)c2oc3ccc(S(=O)(=O)N4CCC5(CC4)OCCO5)cc3c2C)c(C)c1
  A = -26 | B = nt | C = 5% | D = nt | E = nt | F = 2%
N#C/C(C(=O)N1CCOCC1)=C1/SC(Cc2ccccc2)C(=O)N1c1ccccc1 (stereo unspecified)
  A = -13 | B = -9% | C = 11% | D = 7% | E = -1% | F = -15%

Other compounds follow:
Codes: A = HCMV inh; B = HCV inh; C = Sm TGR block; D = Giardia FBPA inh; E = AMA1-RON2 inh; F = AmpC detergent
CCn1c(=O)c(C(=O)NCc2ccc(OC)c(OC)c2)c(O)c2ccccc21
  A = 0 | B = ? | C = 3% | D = -18% | E = 9% | F = ?
CCCc1cc(C(=O)Nc2cccc(Cl)c2)no1
  A = ? | B = -13% | C = 6% | D = 2% | E = 15% | F = -13%
Cc1cc(NC(=O)CCC(=O)N(Cc2ccco2)C(C(=O)NC2CCCC2)c2ccccc2)no1 (stereo unspecified)
  A = -27 | B = 10% | C = -1% | D = -8% | E = -10% | F = -3%
COc1cc(C(=O)OC(C)CN2CCOCC2)cc(OC)c1OC (stereo unspecified)
  A = 25&54 | B = 4%&0% | C = 5%&8% | D = -4%&-2% | E = 3%&16% | F = -15%&5%
COc1ccc(C(=O)NC2CCSc3ccccc32)cc1F (stereo unspecified)
  A = 23 | B = -21% | C = -10% | D = -7% | E = -3% | F = -5%
O=C1CC2(CCN(S(=O)(=O)c3ccccc3F)CC2)Oc2ccccc21
  A = -20 | B = 0% | C = 7% | D = nt | E = 0% | F = -7%
CS(=O)(=O)c1ccc(Cl)c(NC(=O)CN2CCCC2c2ccc3c(c2)OCCCO3)c1 (stereo unspecified)
  A = -17 | B = -15% | C = -5% | D = nt | E = -10% | F = ?
Cc1cccc(NC(=O)C2CCN(S(=O)(=O)c3cccc4nsnc34)CC2)n1
  A = -4 | B = 2% | C = -14% | D = 1% | E = 4% | F = -10%
CCOCC(=O)Nc1nc2c(s1)C(=O)CC(C)(C)C2
  A = 18 | B = ? | C = 1% | D = -3% | E = 8% | F = 8%
Cc1ccc(-c2nc3cccnc3s2)cc1NS(=O)(=O)c1cccs1
  A = 55 | B = 21% | C = 14% | D = 8% | E = 0% | F = 7%
CN(C)c1nc(-c2ccccc2)c2cc(Cl)ccc2n1
  A = -6 | B = -9% | C = 0% | D = 14% | E = 43%[activator] | F = 1%
COc1cccc(N2C(=O)N(CC(=O)NCc3cccc(OC)c3OC)c3ccccc3S2(=O)=O)c1
  A = ? | B = nt | C = 9% | D = nt | E = nt | F = 4%
Cc1ccnc(SCC(=O)c2cccs2)n1
  A = -17 | B = 10% | C = -16% | D = 1% | E = 2% | F = 4%
CC(C)c1ccc(O)c(CN2CCN(c3ccccc3)CC2)c1
  A = 13 | B = -13% | C = 5% | D = 4% | E = -8% | F = -11%
CCOc1[nH]n(-c2ccc(Cl)cc2)c(=O)c1C=NCC(=O)OC
  A = ? | B = 6% | C = -3% | D = -3% | E = 31%[activator] | F = -8%
O=C(O)C(=O)/C(=C\c1ccsc1)c1ccc2ccccc2n1
  A = 137 | B = 21% | C = 0% | D = nt | E = 0% | F = 0%
CCS(=O)(=O)Nc1ccc(-c2nnc(SCC(=O)c3ccc(NC(C)=O)c(OC)c3)o2)cc1
  A = 19 | B = -12% | C = ? | D = 2% | E = -15% | F = -4%
Cc1nc2c3c(sc2c(=O)[nH]1)NC(=O)CC3c1ccccc1Cl (stereo unspecified)
  A = 0 | B = 10% | C = -13% | D = 4% | E = -6% | F = 0%
CN(c1ccc(C(=O)NCCC2=CCCCC2)cc1)S(C)(=O)=O
  A = 110 | B = -12% | C = -1% | D = -1% | E = 10% | F = 1%
COc1cccc(NC(=O)c2ccc(CNS(=O)(=O)c3ccc4c(c3)C(C)(C)C(=O)N4C)cc2)c1
  A = -16 | B = nt | C = 1% | D = nt | E = nt | F = 0%
Cc1ccc(C(=O)NNC2=NCCC2)cc1
  A = -3 | B = 18% | C = 2% | D = -16% | E = 76%[activator] | F = -15%
Cc1ccc(C2C3C(=O)N(c4ccc(C)cc4)C(=O)C3N3CCCN23)cc1 (stereo unspecified)
  A = -34 | B = 7% | C = -10% | D = -1% | E = 0% | F = 3%
CCOC(=O)c1c(C)[nH]c(C)c1S(=O)(=O)N1CCC(C(=O)N2CCN(c3ccc(Cl)cc3)CC2)CC1
  A = 16 | B = nt | C = -8% | D = nt | E = nt | F = 0%
COc1ccccc1NC(=O)COc1ccc(C(=O)NCc2ccccc2)cc1OC
  A = -23 | B = ? | C = 4% | D = nt | E = -7% | F = -13%
O=C(Nc1ccn(Cc2ccccc2)n1)c1ccc2c(c1)OCO2
  A = 25 | B = -11% | C = 9% | D = -6% | E = -6% | F = -2%

In the list so far, 2 contain an aryl thioether with sulfur outside any ring.
Codes: A = HCMV inh; B = HCV inh; C = Sm TGR block; D = Giardia FBPA inh; E = AMA1-RON2 inh; F = AmpC detergent
Cc1ccnc(SCC(=O)c2cccs2)n1
  A = -17 | B = 10% | C = -16% | D = 1% | E = 2% | F = 4%
CCS(=O)(=O)Nc1ccc(-c2nnc(SCC(=O)c3ccc(NC(C)=O)c(OC)c3)o2)cc1
  A = 19 | B = -12% | C = ? | D = 2% | E = -15% | F = -4%

Next section
Codes: A = HCMV inh; B = HCV inh; C = Sm TGR block; D = Giardia FBPA inh; E = AMA1-RON2 inh; F = AmpC detergent
O=C1CN(C(=O)COC(=O)COc2ccccc2)c2ccccc2N1
  A = -27 | B = 27% | C = nt | D = nt | E = 3% | F = nt
COc1cccc(C(=O)Cn2c(Br)nc3c2c(=O)n(C)c(=O)n3C)c1
  A = -37 | B = -20% | C = 8%[11.4 µM] | D = 7% | E = -6% | F = 1%
COc1c(Cl)cc(C(=O)O)cc1Cl
  A = 30 | B = -3% | C = nt | D = nt | E = 9% | F = nt
CCCc1c(OCCCOc2ccc(OCC(=O)O)cc2)ccc(C(C)=O)c1O
  A = -22 | B = -14% | C = -11% | D = 12% | E = -9% | F = ?
COC(=O)c1c(NC(=O)c2cccc([N+](=O)[O-])c2)sc(C(N)=O)c1C
  A = -21 | B = 4% | C = -15% | D = 0% | E = -6% | F = -2%
Cn1c(=O)c2c(nc(CN3CCN(CCO)CC3)n2Cc2ccccc2Cl)n(C)c1=O
  A = 40 | B = 5% | C = -2% | D = -3% | E = -3% | F = -9%

Reformatted: entries from further up.
Results follow in this order: HCMV inh | HCV inh | Sm TGR block | Giardia FBPA inh | AMA1-RON2 inh | AmpC detergent
COC(=O)c1c(NC(=O)c2cccc([N+](=O)[O-])c2)sc(C(N)=O)c1C
  -21 | 4% | -15% | 0% | -6% | -2%
COc1cccc(C(=O)Cn2c(Br)nc3c2c(=O)n(C)c(=O)n3C)c1
  -37 | -20% | 8%[11.4 µM] | 7% | -6% | 1%
CCCc1c(OCCCOc2ccc(OCC(=O)O)cc2)ccc(C(C)=O)c1O
  -22 | -14% | -11% | 12% | -9% | ?
Cn1c(=O)c2c(nc(CN3CCN(CCO)CC3)n2Cc2ccccc2Cl)n(C)c1=O
  40 | 5% | -2% | -3% | -3% | -9%
